IDE act: IDE (human) activation, cell-based; HEK cells, FAbeta-B cleavage, fluorescence polarization; 0% vehicle, 100% cell-free pure enzyme wells; activation, % at 5.96 µM; hit rate 0.073% among 340,000;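 active = activation above the mean of all tested compounds plus 3 SD, set per screening campaign, cut at about 17% in these data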
SUMO HTRF inh: blocks human SUMOylation mediated by UBC9; P63279; HTRF SUMOylation assay, SAE1/SAE2 + UBC9, in vitro; inhibition, % at 35 µM; hit rate 0.36% among 290,000; AID 2006; in the data active = inhibition above about 50%, passing the limit was not always enough; also: strong numbers were not always called active
Target sequence (P63279 whole entry, looked up): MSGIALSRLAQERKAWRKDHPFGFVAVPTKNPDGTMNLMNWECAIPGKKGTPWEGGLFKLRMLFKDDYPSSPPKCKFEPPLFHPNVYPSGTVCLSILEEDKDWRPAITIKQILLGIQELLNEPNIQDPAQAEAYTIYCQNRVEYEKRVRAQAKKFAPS
NS3 helicase inh: blocks Hepatitis C virus NS3 helicase unwinding. NS3 helicase DNA unwinding, Cy5 molecular beacon fluorescence. inhibition, % at 10.9 µM. hit rate 0.56% among 290,000. AID 1800;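 active = inhibition above the mean of all tested compounds plus 3 SD, set per campaign, cut at about 35% in these data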;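 also: 0% = DMSO wells and 100% = thioflavine S control wells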
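assay system = NS3 helicase fragment of HCV | buffer or medium = MOPS pH 6.5, MgCl2, DTT, Tween20, BSA | timing = 60 min unwinding reaction at 25 °C after ATP addition | signal = Cy5 beacon fluorescence read at start and 1 h | read-out basis = % inhibition of unwinding | control set = low DMSO, high thioflavine S at 110 µM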
IMP-1 inhibitor: blocks Pseudomonas aeruginosa IMP-1 metallo-beta-lactamase; inhibition, % at 5.6 µM; AID 1556; purified IMP-1, nitrocefin hydrolysis, epi-absorbance fluorescence; hit rate 0.45% among 290,000;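 active = inhibition above the mean plus 3 SD of all compounds in the same screening run, cut at about 4.5% in these data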;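 also: 0% = IMP-1 with DMSO and 100% = DMSO wells lacking enzyme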
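System – purified recombinant IMP-1 beta-lactamase · Input – IMP-1 dispensed at 0.2 nM · Timing – 15 min preincubation plus 25 min reaction at 25 °C · Signal – Epi-absorbance fluorescence, 480 nm excitation, 530 nm emission · Measure – percent IMP-1 inhibition derived from blank-referenced optical density · Controls – Enzyme-plus-DMSO low control, enzyme-free DMSO high control · Replication – singlicate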
GalR3 antagonist: human GalR3 antagonism; HEK293 GalR3-CNG cAMP membrane potential fluorescence; galR3 body fused to GalR1 C-terminus; O60755; hit rate 0.44% among 360,000; inhibition, % at 3 µM;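 active = inhibition above the screen-wide average plus 3 SD, cut at about 13% in these data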;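 also: forskolin and galanin both at EC90 stimulate the cells; cAMP rise reported by CNG channel membrane potential dye signal; 0% = forskolin plus galanin with DMSO and 100% = forskolin alone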
Target sequence (O60755 1-299 limits assumed): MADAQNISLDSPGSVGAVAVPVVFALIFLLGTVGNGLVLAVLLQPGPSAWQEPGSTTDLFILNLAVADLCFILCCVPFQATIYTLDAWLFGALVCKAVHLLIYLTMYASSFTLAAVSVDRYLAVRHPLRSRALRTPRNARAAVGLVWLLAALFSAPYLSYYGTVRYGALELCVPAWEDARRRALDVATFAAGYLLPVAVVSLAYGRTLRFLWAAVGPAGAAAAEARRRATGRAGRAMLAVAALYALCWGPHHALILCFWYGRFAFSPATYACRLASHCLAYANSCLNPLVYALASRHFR
p-CIP stab down: compounds decreasing mouse p/CIP protein stability; Q05BA5; F442A p/CIP-EGFP cells, EGFP fluorescence, 16 h; decrease of EGFP signal, % at 10 µM; hit rate 0.01% among 290,000; AID 1984;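 active = EGFP signal decrease of at least 30% at 10 µM or well 3 SD below plate mean, unless failing retest; inactive = the rest, including hits failing retest or dose response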; also: some compounds called inactive have numbers as strong as hits; many of its hits are not listed in these tables
CRFR2-BP antag: CRF-BP/CRF-R2 complex antagonism; HEK293 CRF-R2/CRF-BP, CRF-induced calcium fluorescence; inhibition, % at 11.8 µM; hit rate 0.59% among 350,000; AID 588475;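 active = inhibition of the ligand-induced calcium signal above about 50% at the single tested concentration, limit read from the data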
VIM-2 inh: inhibitors of Pseudomonas aeruginosa VIM-2 metallo-beta-lactamase; purified VIM-2, nitrocefin hydrolysis, epi-absorbance fluorescence; hit rate 0.89% among 290,000; inhibition, % at 5.6 µM;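 active = inhibition above the mean of all tested compounds plus 3 SD, cutoff set per screening run, cut at about 7.5% in these data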;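 also: red hydrolysis product quenches plate fluorescence so inhibitors raise well fluorescence; 0% = enzyme with DMSO and 100% = DMSO without enzyme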
IDE inh: inhibits human insulin-degrading enzyme in HEK cells; FAbetaB cleavage, fluorescence polarization; inhibition, % at 5.59 µM; hit rate 0.41% among 320,000; AID 434962;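 active = percent inhibition above the average of all tested compounds plus 3 SD, set per screening campaign, cut at about 16% in these data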;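 also: IDE supplied by intact live HEK cells; FP after avidin binding of uncleaved biotin substrate so inhibition keeps polarization high; 0% = DMSO wells and 100% = 60 µM reference IDE inhibitor Ii1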
Starred values were filed as active, the others as inactive; . = no result given.

p-CIP stab down,NS3 helicase inh,IMP-1 inhibitor,IDE inh,SUMO HTRF inh,CRFR2-BP antag,GalR3 antagonist,IDE act,VIM-2 inh,molecule
-5,16,-0.8,3,6,-6,-7,1,-0.1,COc1cc(SC)ccc1C(=O)NCC1CCCCC1
6,-1,-2.1,1,5,-19,-2,1,-3.5,CCOc1ccc(S(=O)(=O)NCc2ccc(OC)cc2)c2cccnc12
-5,22,1.2,.,-1,-2,-10,6,-0.9,Cc1c(C(=O)N2CCC[C@H]2C(N)=O)oc2c(F)cccc12
.,.,.,6,.,37,-3,4,.,COc1ccc(C(=O)OCC(=O)c2ccc(F)cc2)cc1OC
-1,-10,-2.8,-1,-6,-11,-8,1,-1.7,CC(C(=O)NCC1CCCCC1)N(C)Cc1ccc(Br)cc1 (stereo not drawn)
-18,35,-4.5,4,-14,-125,-6,-11,-5.4,CCN(CC)c1ccc(N=Cc2ccc(N(CC)CC)cc2O)cc1
-13,-7,-2.5,4,-7,9,-6,4,-5.1,CCOc1ccc(CN2CCN(Cc3ccc(C)o3)CC2CCO)cc1 (stereo not drawn)
.,-1,-1.3,1,.,51*,-2,6,-5.8,Cc1ccc(OCC(=O)Nc2ccc([N+](=O)[O-])cn2)cc1C
-1,-8,-2.4,-1,10,14,-3,1,-2.3,Cc1ccc(NC(=O)CC2COc3ccccc3O2)cc1 (stereo not drawn)
-8,-3,-1.3,1,10,-37,0,2,-3.9,CS(=O)(=O)Nc1ccc(C(=O)Nc2ccccc2Sc2ccccc2)cc1
-12,24,-0.6,-3,9,13,-7,8,1.0,C(=N\n1cnnc1)/c1cccc2ccccc12
-2,-12,-1.9,0,7,-25,-3,-2,-4.1,O=C(CS(=O)(=O)c1ccc(Cl)c(Cl)c1)Nc1ccccc1Cl
1,20,-1.4,0,-5,-2,6,0,1.5,O=C(CN1C(=O)COc2ccc(S(=O)(=O)N3CCCC3)cc21)NC1CC1
-16,3,-2.3,-2,4,-1,-3,1,-4.2,COc1ccc(C(=O)N2CCCC(CCC(=O)N3CCN(c4ccccn4)CC3)C2)cc1 (stereo not drawn)
-7,-8,-2.5,2,-8,15,-4,-7,-1.4,COc1ccc(/C=C/C(=O)N/C(=C\c2ccco2)C(=O)NCCc2nc3ccccc3[nH]2)cc1
7,5,-1.2,6,5,-6,-11,3,-1.0,CC(=O)NN1C(=O)c2ccccc2NC1c1ccccc1F (stereo not drawn)
-1,-16,-2.2,2,10,-12,-1,-1,-2.5,CCC(=O)Nc1ccc(C(=O)N/N=C/c2c(C)[nH]c3ccccc23)cc1
-10,1,-0.2,-1,-5,8,0,1,-0.7,CCc1nc(C)cn1S(=O)(=O)c1cc(C)c(OC)cc1C
-7,19,-2.0,4,17,20,-2,9,-0.9,CCc1ccc(OCCCC(=O)Nc2cccc(C(=O)O)c2)cc1
-4,-4,-1.9,-2,9,-11,-6,4,2.2,C/C(=N\NC(=O)C1COc2ccccc2O1)c1ccc(N2CCOCC2)cc1 (stereo not drawn)
15,-1,-2.1,-2,0,-10,-4,.,-1.6,COc1ccc(S(=O)(=O)Nc2ccccc2C(N)=O)cc1OC
-8,-3,-0.3,7,30,6,1,-2,-1.1,CCC(C)NC(=O)C1CCCN(C(=O)Nc2ccc(F)cc2)C1 (stereo not drawn)
7,3,-1.4,3,1,4,-7,1,-1.1,O=S(=O)(Nc1ccc(C(F)(F)F)cc1)c1cccs1
9,-2,-2.7,1,9,0,-4,-6,-0.6,O=C(NCCNc1ccnc2cc(Cl)ccc12)c1ccccc1F

A stretch from further up, for reference:
p-CIP stab down,NS3 helicase inh,IMP-1 inhibitor,IDE inh,SUMO HTRF inh,CRFR2-BP antag,GalR3 antagonist,IDE act,VIM-2 inh,molecule
7,3,-1.4,3,1,4,-7,1,-1.1,O=S(=O)(Nc1ccc(C(F)(F)F)cc1)c1cccs1
9,-2,-2.7,1,9,0,-4,-6,-0.6,O=C(NCCNc1ccnc2cc(Cl)ccc12)c1ccccc1F

Additional compounds:
p-CIP stab down,NS3 helicase inh,IMP-1 inhibitor,IDE inh,SUMO HTRF inh,CRFR2-BP antag,GalR3 antagonist,IDE act,VIM-2 inh,molecule
-3,-6,-2.3,5,16,1,-5,-1,-1.0,O=C(CN1CCCC1)N1CCCC(c2ccc(F)cc2)c2ccc(F)cc21 (stereo not drawn)
0,-3,-0.7,-8,16,-3,-7,4,-0.6,Cc1cccc2c1cnn2C(=O)Nc1ccccc1Br
.,.,.,5,.,2,-1,6,.,COc1cc(NC(=O)CN2CCN(S(=O)(=O)/C=C/c3ccccc3)CC2)cc(OC)c1OC
6,-5,-1.6,3,-3,12,4,3,-1.4,CC(C)N(Cc1ccccc1)C(=O)CN1C(=O)c2ccccc2C1=O
-12,-3,-1.2,-1,17,43,-2,4,-1.1,CCN(CC)S(=O)(=O)c1ccc(Cl)c(C(=O)NCc2ccccc2Cl)c1
-11,6,-1.8,-1,11,6,-4,-1,-3.0,C#CC(CC)(CC)NC(=O)NC1CCCCC1
-4,5,-0.4,7,0,-9,-1,-2,0.4,Cc1ccc(-n2cnc3sc(C)c(C)c3c2=O)cc1
-7,-7,-1.7,1,12,0,-5,-2,-0.6,OCc1cn(-c2ccccc2)nc1-c1ccc2c(c1)OCCO2
-14,3,-2.2,-5,21,24,-6,0,-2.1,COc1ccc(C(=O)N/N=C(\C)CC(=O)Nc2ccc(Cl)cn2)cc1
-2,-11,-3.1,7,-12,-203,-8,5,-2.0,Cc1cccc(C)c1N1CCN(S(=O)(=O)N2CCCCC2)CC1
-7,3,-1.3,2,7,30,-5,-8,-2.3,O=C(NCc1ccc(Cl)cc1)C(=O)N/N=C/c1ccc(Br)cc1
-11,3,-0.8,6,20,-6,-7,0,-3.6,CCOC(=O)c1ccc(NC(=S)NCc2cccnc2)cc1
.,.,.,0,.,-3,-4,-2,.,O=C(CCl)N1CCN(C(=O)C2COc3ccccc3O2)CC1 (stereo not drawn)
-17,6,-1.8,0,7,21,3,-1,-0.7,c1ccc(Cc2noc(CN3CCN(C4CCc5ccccc5C4)CC3)n2)cc1 (stereo not drawn)
-2,17,-1.8,3,-1,-10,-6,1,-0.5,C=CCNc1nc2ccccc2nc1NS(=O)(=O)c1cccc(C)c1
-13,4,-2.8,6,29,10,-2,4,0.6,O=C1CCc2cc(S(=O)(=O)N3CCCC3C(=O)N3CCN(c4ccccc4F)CC3)ccc2N1 (stereo not drawn)
-11,-46,-3.9,1,-21,-17,-1,3,-1.4,Cc1ccc(-c2csc(N(CCO)CCCn3c(C(F)(F)F)nc4ccccc43)n2)cc1
0,-29,-5.1,4,-20,-2,1,4,-4.0,Cc1ccc(S[C@@H](CCN2CC[C@H](C(C)(C)C)CCC2=O)c2ccccc2)cc1
-1,-2,-3.4,3,-7,0,-2,4,-0.9,c1ccc(CNc2nc3ccccc3n3cnnc23)nc1
11,-4,-0.6,2,14,-11,-2,6,-2.0,COc1ccc(NC(=O)c2cn(CCC#N)nc2-c2cc3ccccc3o2)cc1
6,5,-0.7,7,15,5,-5,7,-1.3,C=CCn1c(COc2ccc(CC)cc2)nnc1SCC(=O)NC1CCS(=O)(=O)C1 (stereo not drawn)
-4,6,-1.7,0,9,4,-2,-3,-0.7,Cc1cc(C(=O)NC2CCCc3c2cnn3-c2cc(F)cc(F)c2)nn1C (stereo not drawn)
-10,4,-2.0,-5,-6,-2,-7,2,-2.8,Cc1cc(Oc2ccc(Br)cc2)nc(SCC(=O)c2ccccc2)n1
1,0,-1.5,6,8,20,-3,7,0.3,O=C(c1cc(Br)ccc1Cl)N1CCCC1
-18,9,-3.1,5,11,9,-2,-1,-4.6,CC(=O)c1cccc(-n2nnnc2SCC(=O)NNC(=O)C(C)C)c1
-9,5,-2.4,1,-2,-1,-3,2,-1.8,COc1ccc(CN2CCN(Cc3cccn3-c3ncccn3)CC2CCO)c(C)c1C (stereo not drawn)
-10,-2,-0.5,4,7,-1,-3,-5,-3.4,COC(=O)c1c(C)oc2ccc(N(C(=O)c3ccncc3)S(=O)(=O)c3ccccc3)cc12
-2,-13,-3.0,-2,11,13,.,-1,-0.4,CCSc1nnc(-c2c[nH]c3ccccc23)o1
.,.,.,9,.,-9,-5,2,.,O=C(COC(=O)/C=C/c1cccc(F)c1)Nc1ccc2[nH]c(=O)[nH]c2c1
.,.,.,3,.,24,-1,6,.,CC(C)(c1cc(Br)c(O)c(Br)c1)c1cc(Br)c(O)c(Br)c1

Grouped by structure, the entries above containing a Cl atom
p-CIP stab down,NS3 helicase inh,IMP-1 inhibitor,IDE inh,SUMO HTRF inh,CRFR2-BP antag,GalR3 antagonist,IDE act,VIM-2 inh,molecule
-2,-12,-1.9,0,7,-25,-3,-2,-4.1,O=C(CS(=O)(=O)c1ccc(Cl)c(Cl)c1)Nc1ccccc1Cl
9,-2,-2.7,1,9,0,-4,-6,-0.6,O=C(NCCNc1ccnc2cc(Cl)ccc12)c1ccccc1F
-12,-3,-1.2,-1,17,43,-2,4,-1.1,CCN(CC)S(=O)(=O)c1ccc(Cl)c(C(=O)NCc2ccccc2Cl)c1
-14,3,-2.2,-5,21,24,-6,0,-2.1,COc1ccc(C(=O)N/N=C(\C)CC(=O)Nc2ccc(Cl)cn2)cc1
-7,3,-1.3,2,7,30,-5,-8,-2.3,O=C(NCc1ccc(Cl)cc1)C(=O)N/N=C/c1ccc(Br)cc1
.,.,.,0,.,-3,-4,-2,.,O=C(CCl)N1CCN(C(=O)C2COc3ccccc3O2)CC1 (stereo not drawn)
1,0,-1.5,6,8,20,-3,7,0.3,O=C(c1cc(Br)ccc1Cl)N1CCCC1

Compound activity from PubChem.

Compounds as they come; overall some 3.2% were active at least once.
